High-throughput results deposited in PubChem BioAssay by National Center for Advancing Translational Sciences (NCATS).
Rab9 promoter act – Rab9 promoter activation | actives 2.8% (n = 320,000) | Potency, µM (top dose mostly 9.22 µM), without a hit: top-dose activation, negative = inhibition, usual class: activators | Huh7 Rab9 promoter-luciferase reporter, luminescence, 24 h; further: potency means the concentration at half of the fitted maximal effect; % of control where 0% means no effect; nearly all actives have a fitted effect of over 60% in size
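Rab9 promoter-driven luciferase in stably transfected Huh7 cells; 1500 cells/well rested 2 h, exposed to compound in DMSO for 24 h at 37 °C, 5% CO2. Luminescence read 10 min after adding luciferase reagent at ambient temperature.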
Giardia killer – kills Giardia lamblia; actives 0.15% (n = 340,000); Giardia lamblia trophozoite viability; activity change, % at 7.66 µM, hits read low; in the data active means activity change below about -80%; inconclusive means between about -30% and that limit;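 further: parasites exposed to compound for two days anaerobically before the ATP read; on the % scale 0 is the no-effect control and ±100 the full control effect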
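Luminescence from cellular ATP indicates surviving trophozoites (100 cells/well) following 48 hrs anaerobic compound treatment at 37 deg C; signal develops 15-30 min at room temperature.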
KCNH2 3.1 inh – inhibitors of human KCNH2 3.1 potassium channel isoform; U2OS KCNH2 3.1, thallium flux FluxOr; stronger effect = lower value; actives 0.95% (n = 340,000); activity change, % (tested at about 1.8 µM);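 active means maximum activity change below -70%; inconclusive means maximum activity change from -70% to -50%; inactive means maximum activity change above -50%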;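 further: thallium influx rate constant from kinetic fluorescence after stimulation buffer; on the % scale 0 is the no-effect control and ±100 the full control effect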
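Normalized rate constant (relative to positive and negative DMSO controls) derived from a 2 min kinetic fluorescence read after stimulation; U2OS cells expressing the 3.1 isoform via virus at 1.77 x 10^8 /mL.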
Coupling enz – inhibits coupling enzyme system, counter-screen for aldolase hits; coupling enzyme system counterscreen, AmpLite Red fluorescence; activity change, negative = inhibition, % at 58.2 µM, hits read low; actives 0.67% (n = 290,000); AID 2472; in the data active means activity change below about -30%; further: on the % scale 0 is the no-effect control and ±100 the full control effect
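First, compound is pin-transferred into glyceraldehyde-3-phosphate coupling-enzyme reagent at 57.5 uM final and held 10 min at RT. Next, substrate, coupling system and AmpLite Red are added. After 20 min RT, fluorescence (525/598 nm) is read.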
NPC1 promoter act – NPC1 promoter activation. Huh7 NPC1 promoter luciferase reporter, 24 h. Potency, µM (doses to about 9.22 µM), for inactives: top-dose activation, usual class: activators. AID 485313. actives 2.4% (n = 320,000);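 further: potency means the concentration at half of the fitted maximal effect; % of control where 0% means no effect; nearly all actives have a fitted effect of over 60% in size; reporter is driven by a mutant NPC1 promoter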
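Huh7 cells stably carrying NPC1 promoter–luciferase, plated in Opti-MEM with 10% FBS for 2 h, were exposed to compound in DMSO for 24 h at 37 °C; luciferase reagent was added for 10 min and luminescence read.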
Tb PFK block – inhibitors of T. brucei phosphofructokinase; actives 0.17% (n = 330,000); T. brucei PFK, ADP-Glo luminescence; O15648; Potency, µM (highest dose often 57.5 µM), for inactives: at the top dose activity, negative = inhibition, hits mostly inhibitors;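 further: potency means the concentration at half of the fitted maximal effect; 0% = uninhibited 1x PFK enzyme wells and -100% = no-enzyme wells; nearly all actives have a fitted effect of over 60% in size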
Target sequence (O15648 whole entry, looked up): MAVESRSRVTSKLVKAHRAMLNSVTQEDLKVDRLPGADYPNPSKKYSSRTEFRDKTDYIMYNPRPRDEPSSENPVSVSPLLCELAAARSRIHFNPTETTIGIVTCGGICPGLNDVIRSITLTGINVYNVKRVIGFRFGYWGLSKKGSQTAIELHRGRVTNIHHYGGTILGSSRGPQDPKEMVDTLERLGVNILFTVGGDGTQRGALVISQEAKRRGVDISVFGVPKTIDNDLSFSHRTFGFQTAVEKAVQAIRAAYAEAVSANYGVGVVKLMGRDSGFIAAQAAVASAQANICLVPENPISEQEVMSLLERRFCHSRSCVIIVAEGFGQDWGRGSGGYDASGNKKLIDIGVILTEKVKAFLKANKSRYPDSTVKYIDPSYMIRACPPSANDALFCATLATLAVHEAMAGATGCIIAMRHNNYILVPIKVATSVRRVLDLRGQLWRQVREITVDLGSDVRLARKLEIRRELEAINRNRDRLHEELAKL
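Compounds were pin-transferred as a titration series up to 57 uM into substrate buffer (0.5 mM F6P, 0.1 mM ATP, pH 8.0), then 1.25 nM PFK was added and reactions ran 45 min before ADP-Glo detection.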
RORg inh – ROR gamma (mouse) transcription inhibition | P51450 | actives 5.4% (n = 310,000) | Drosophila S2 Gal4-RORgamma UAS-luciferase reporter, 20 h | Potency, µM (highest dose often 53.6 µM), inactives show top-dose activity change, negative = inhibition, actives largely listed as inhibitors; further: potency means the concentration at half of the fitted maximal effect; on the % scale 0 is the no-effect control and ±100 the full control effect; nearly all actives have a fitted effect of over 60% in size
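Using a luciferase readout, inhibitors were identified by reduced reporter activity in Drosophila cells coexpressing a copper-inducible Gal4–ROR gamma fusion and UAS-driven Photinus luciferase, incubated 20 hr after 700 uM copper sulfate.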
FLuc modulator – counter-screen for miR-21 project: firefly luciferase inhibitors or activators; AID 588342; actives 6.9% (n = 360,000); P08659; Potency, µM (titrated, usually from 57.5 µM), for inactives: at the top dose activity change, negative = inhibition, hits mostly inhibitors; purified FLuc, Km substrates, luminescence inhibition;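 further: potency means the concentration at half of the fitted maximal effect; plate controls were vehicle for no effect and reference inhibitor for full effect; nearly all actives have a fitted effect of over 55% in size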
Target sequence (P08659 whole entry, looked up): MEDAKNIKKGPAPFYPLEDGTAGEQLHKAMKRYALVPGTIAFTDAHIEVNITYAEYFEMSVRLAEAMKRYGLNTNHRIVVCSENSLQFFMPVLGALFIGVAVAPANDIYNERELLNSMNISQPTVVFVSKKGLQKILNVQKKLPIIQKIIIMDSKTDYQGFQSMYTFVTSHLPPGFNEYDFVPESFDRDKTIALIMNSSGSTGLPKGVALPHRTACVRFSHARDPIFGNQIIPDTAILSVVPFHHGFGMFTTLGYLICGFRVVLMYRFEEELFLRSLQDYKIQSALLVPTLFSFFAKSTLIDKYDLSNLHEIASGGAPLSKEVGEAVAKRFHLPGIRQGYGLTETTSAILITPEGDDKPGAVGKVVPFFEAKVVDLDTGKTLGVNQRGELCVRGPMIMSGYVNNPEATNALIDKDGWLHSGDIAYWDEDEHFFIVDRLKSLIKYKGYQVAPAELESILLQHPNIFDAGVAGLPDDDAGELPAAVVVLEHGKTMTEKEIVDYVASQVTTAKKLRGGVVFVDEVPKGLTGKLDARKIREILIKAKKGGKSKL
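Purified P. pyralis luciferase (10nM final) with 10uM D-luciferin and 10uM ATP (Km levels) in 50mM Tris acetate pH 7.5, 10mM Mg acetate, 0.01% Tween-20, 0.05% BSA; qHTS 6-point titration, ~60 µM downward; luminescence read.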
uPA surface inh – inhibitors of cell surface uPA generation. cell surface uPA generation assay, qHTS. Potency, µM (highest dose often 38.3 µM), inactives show at the highest dose activity change, negative = inhibition, usual class: inhibitors. actives 0.31% (n = 330,000). AID 540303; active means well fitted inhibition curve with a large enough effect; inconclusive means small, poorly fitted or top-dose-only effect; inactive means no such curve, though single readings can be large or run the other way; tested in mouse RAW 264.7 cells; further: potency means the concentration at half of the fitted maximal effect; on the % scale 0 is the no-effect control and ±100 the full control effect; nearly all actives have a fitted effect of over 55% in size
ELG1 genotox – inducers of genotoxicity in HEK293T ELG1-luciferase cells; actives 1.3% (n = 330,000); Potency, µM (series often up to 46 µM), without a hit: at the highest dose activity change, positive = activation, hits mostly activators; HEK293T ELG1-luciferase reporter, luminescence, 16 h; AID 504466; further: potency means the concentration at half of the fitted maximal effect; % of control where 0% means no effect; nearly all actives have a fitted effect of over 60% in size
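Step 1: seed 2,000 HEK293T ELG1-luciferase cells per well. Step 2: add compound or DMSO, incubate 16 hr at 37 °C. Step 3: ONE-Glo, 30 min at room temperature, read luminescence.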
VP16 counter – inhibits Gal4-VP16 luciferase reporter, ROR gamma counter-screen. Potency, µM (titrated, usually from 53.6 µM), inactives show top-dose activity, negative = inhibition, hits mostly inhibitors. Drosophila S2 Gal4-VP16 UAS-luciferase, luminescence, 20 h. actives 3.5% (n = 310,000);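 further: Gal4-VP16 expression switched on by copper sulfate through the metallothionein promoter; potency means the concentration at half of the fitted maximal effect; on the % scale 0 is the no-effect control and ±100 the full control effect; nearly all actives have a fitted effect of over 50% in size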
The depositor's hits bear a star; ? = inconclusive; nt = no result given; [ ] = remark or other dose. Unless noted, the call rests on the fitted dose curve; in most records, active means well fitted curve in the direction sought with a large enough effect; inconclusive means small, poorly fitted or top-dose-only effect, or another doubt; inactive means no such curve, though single readings can be large; an effect the other way counts as inactive or inconclusive.

Start of the listing, in advance, 4 compounds:
item | mol | uPA surface inh | NPC1 promoter act | KCNH2 3.1 inh | Coupling enz | VP16 counter | Tb PFK block | ELG1 genotox | Giardia killer | RORg inh | FLuc modulator | Rab9 promoter act
1 | CCOC(=O)CSc1nnc(CNC(=O)c2ccc(OC)cc2)n1-c1ccc(OC)cc1 | -1% | -2% | 6 | 3 | -2% | 3% | 3% | -6 | 1% | 4% | 3%
2 | O=C(O)/C(=C\c1ccc(-c2ccc(F)cc2)o1)c1ccccc1 | -2% | 0% | 1 | 4 | 25% | 29% | 5% | -15 | -2% | ? | -4%
3 | COc1ccc(NC(=O)CCS(=O)(=O)c2ccc3c(c2)CCCN3C(C)=O)cc1Cl | 0% | -6% | -1 | 2 | -4% | -6% | -2% | 5 | 2% | 0% | 0%
4 | CCOc1ccc(S(=O)(=O)N/N=C(\C)C2CCCCC2)cc1 | 2% | -1% | -3 | 0 | ? | -5% | 0% | -21 | 19% | 0% | 0%

The listing (from the top)
item | mol | uPA surface inh | NPC1 promoter act | KCNH2 3.1 inh | Coupling enz | VP16 counter | Tb PFK block | ELG1 genotox | Giardia killer | RORg inh | FLuc modulator | Rab9 promoter act
1 | CCOC(=O)CSc1nnc(CNC(=O)c2ccc(OC)cc2)n1-c1ccc(OC)cc1 | -1% | -2% | 6 | 3 | -2% | 3% | 3% | -6 | 1% | 4% | 3%
2 | O=C(O)/C(=C\c1ccc(-c2ccc(F)cc2)o1)c1ccccc1 | -2% | 0% | 1 | 4 | 25% | 29% | 5% | -15 | -2% | ? | -4%
3 | COc1ccc(NC(=O)CCS(=O)(=O)c2ccc3c(c2)CCCN3C(C)=O)cc1Cl | 0% | -6% | -1 | 2 | -4% | -6% | -2% | 5 | 2% | 0% | 0%
4 | CCOc1ccc(S(=O)(=O)N/N=C(\C)C2CCCCC2)cc1 | 2% | -1% | -3 | 0 | ? | -5% | 0% | -21 | 19% | 0% | 0%
5 | O=c1c2ccccc2nc(/C=C/c2cccc([N+](=O)[O-])c2)n1CCO | -2% | -1% | 3 | 1 | -3% | -4% | -7% | 14 | 0% | -2% | -3%
6 | COc1ccc(OC)c(NC(=O)NNC(=O)COc2ccc(F)cc2F)c1 | 8% | 2% | nt | 2 | 3% | 2% | -1% | -16 | 20% | -2% | -3%
7 | Cc1cc(F)c(F)cc1C(=O)N1CCCC1 | 1% | -2% | 34 | 0 | -2% | -4% | 1% | -8 | 23% | 0% | -1%
8 | COC(=O)COc1cccc(NC(=O)c2cccc(C)c2)c1 | -2% | 1% | nt | -5 | -13% | -12% | 3% | -23 | 4% | ? | -3%
9 | NC(=O)c1ccc(NC(=O)c2ccc(COc3ccccc3Br)cc2)cc1 | 0% | 3% | 4 | nt | nt | -1% | 1% | 1 | nt | -17% | 13%
10 | O=C(NCc1ccc2c(c1)OCO2)c1cccnc1 | -2% | 0% | -25 | 5 | -5% | 0% | 0% | 5 | -1% | 6% | -7%
11 | Cc1cccc(C)c1NC(=O)N1CCC(n2c(=O)[nH]c3ccccc32)CC1 | 1% | -1% | 11 | 0 | -17% | 1% | 2% | 14 | -5% | -2% | -3%
12 | CCN(CC)CCNC(=S)N1CCn2c(nc3ccccc32)C1 | -5% | 2% | -9 | 1 | ? | 1% | 2% | 2 | 3% | -2% | -3%
13 | N#Cc1ccc(-c2cccnc2)nc1SCc1ccc(Cl)c(Cl)c1 | 6% | 2% | -12 | 1 | ? | -4% | 1% | 1 | ? | 2% | -6%
14 | Cc1ccnc(NC(=O)CCCOc2ccc(Cl)cc2C)c1 | nt | -4% | nt | -1 | 2% | -1% | -3% | nt | -28% | -7% | -3%
15 | COc1ccc(-c2cc(C(=O)N3CCN(C(=O)c4ccco4)CC3)[nH]n2)cc1 | -2% | 15% | 11 | nt | -12% | -23% | -1% | -3 | 17% | ? | 5%
16 | O=C(Oc1ccc2cc(Br)ccc2c1)c1cccnc1 | 0% | -1% | -11 | 1 | -3% | 0% | -2% | 3 | -10% | ? | 8%
17 | C/C(=N\NC(=O)C(C)Nc1cccc(Cl)c1)c1ccc([N+](=O)[O-])cc1 (centres undefined) | 0% | 1% | -16 | -1 | -10% | ? | 2% | -13 | ? | 1% | -2%
18 | CCc1ccc2nc(SCC(=O)NCC3CCCO3)c(C#N)cc2c1 (centres undefined) | 1% | -3% | -6 | 0 | -4% | 4% | 8% | 13 | -1% | -1% | 13%
19 | Cc1ccc(CNC(=O)C2CCCN(Cc3cnn(-c4ccccc4)c3-n3cccc3)C2)cc1 (centres undefined) | 0% | 1% | -26 | 2 | 3% | 2% | -9% | 3 | 4% | -1% | -3%
20 | Cc1ccccc1N1C(=O)[C@@H]2Cc3ccccc3CN2C1=O | nt | -1% | 10 | 2 | 4% | 0% | -6% | -19 | 19% | 1% | 0%
21 | COc1ccc(C(=O)C[n+]2cn(C(F)F)c3ccccc32)c(F)c1 | 2% | 8% | 3 | 0 | 12% | -5% | ? | -7 | 10% | ? | 0%
22 | COC(CN(C)C(=O)C1CCC(CNS(=O)(=O)c2ccccc2)CC1)OC (centres undefined) | 11% | -1% | 4 | 5 | 2% | -2% | -2% | 10 | 14% | 0% | 6%
23 | O=C(Cc1ccc(-c2ccccc2)cc1)NCc1ccccc1 | -9% | -11% | 21 | 0 | 3% | 2% | ? | 2 | 8%[10 µM] | -1% | -24%
24 | CCc1nn2c(=O)c(S(=O)(=O)Nc3ccccc3)c(C)nc2s1 | -2% | -5% | 4 | -1 | 1% | 3% | -7% | -12 | -3% | 0% | -1%
25 | CC1(C)CC(=O)C/C(=N/NC(=O)C2CCN(S(=O)(=O)c3cccs3)CC2)C1 | -4% | 5% | -17 | 10 | -8% | -2% | 2% | -4 | -4% | -1% | 3%
26 | O=C(/C=C/c1ccccc1Cl)NNC(=O)c1ccncc1 | -6% | 2% | 6 | nt | nt | 16% | 1% | 37[activator] | nt | 21µM* | 20%
27 | C=CCNc1nc(C(=O)OCC(=O)N(Cc2ccccc2)C(C)C)cs1 | 3% | -5% | 10 | nt | nt | 1% | 2% | -26 | nt | -1% | 0%
28 | Cc1cc(C)c2nc(/N=C(\N)NC(=O)c3ccccc3)nc(C)c2c1 | 0% | -5% | -7 | -1 | -13% | 1% | 1% | -11 | 0% | ? | -7%
29 | Cc1cc(C)c(C)c(S(=O)(=O)N2CCN(Cc3nc4ccccc4[nH]3)CC2)c1C | -3% | 1% | 2 | -3 | -2% | 0% | -9% | 1 | -8% | -9% | -9%
30 | Cc1cc(C)c(S(=O)(=O)N2CCN(c3ccccc3)CC2)c(C)c1 | -7% | -2% | -14 | -2 | 10% | 2% | -4% | -2 | -14% | 1% | 0%
31 | Cc1cccc(-n2ncc3c(N)ncnc32)c1 | -4% | ? | -9 | -1 | 18% | -9% | ? | -4 | ? | ? | ?
32 | O=C(c1ccc(OC2CCN(CCc3ccccc3)CC2)cc1)N1CCCC(CCCO)C1 (centres undefined) | -9% | -1% | 7 | 1 | 9% | 1% | -2% | 5 | -4% | -1% | 0%
33 | CS(=O)(=O)N(CC(=O)N1CCc2ccccc2C1)c1cccc([N+](=O)[O-])c1 | 0% | 0% | -5 | 2 | -6% | ? | -6% | 7 | 33% | -2% | -4%
34 | Cc1cc(/C=C2/NC(=O)NC2=O)c(C)n1-c1ccc(N2CCOCC2)cc1 | 4% | 0% | 0 | -2 | -11% | 19% | -9% | -12 | -30% | 0% | -3%
35 | Cc1ccc(C)c(N2CCN(C(=O)CN(C)S(=O)(=O)c3ccc4c(c3)CCC(=O)N4)CC2)c1 | 5% | -2% | 5 | 2 | 2% | -6% | -12% | -4 | 2% | 1% | -7%
36 | O=C(Nc1ccncc1)C1(c2ccccc2)CCCC1 | -4% | -2% | 5 | -1 | -11% | 0% | -8% | -26 | 12% | 2% | 2%
37 | COc1cc(OC)cc(C(C(=O)NC2CCCCC2)N(C(=O)c2ccno2)c2ccccc2)c1 (centres undefined) | -5% | 0% | 16 | 2 | -1% | -1% | 2% | 20 | -23% | -4% | 1%
38 | O=C1c2ccccc2C(=O)N1CCCP(=O)(O)CCc1ccccc1 | -2% | -1% | 4 | -3 | -2% | -1% | -2% | -4 | -27% | 2%[2.3 µM] | 4%
39 | Cc1nnc2ccc(-c3cccc(NC(=O)Cc4cccs4)c3)nn12 | -5% | -2% | 6 | 1 | -7% | 2% | ? | -22 | -44% | -7% | -5%
40 | C/C(=N\NC(=O)c1cccc(S(=O)(=O)N2CCOCC2)c1)c1ccc(C)cc1 | 7% | 0% | -17 | nt | nt | -5% | 1% | -4 | nt | -1% | -3%
41 | CN(C)c1ccc(/C=N/n2c(COc3ccccc3)n[nH]c2=S)cc1 | -2% | 2% | 0 | 5 | 4µM* | -5% | 2% | -9 | 3.2µM* | ? | 2%
